Assay outcomes deposited in PubChem by several laboratories.
TbHK1 inh: T. brucei hexokinase 1 inhibition | recombinant TbHK1, G6PDH-coupled NADH A340 | inhibition, % at 10 µM | actives 0.11% (n = 220,000) | AID 1430;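 active = inhibition of 50% or more in the single-dose primary screen; inactive = inhibition below 50%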
BaF3 tox: parental Ba/F3 viability inhibition as JAK2V617F counter-screen | CellTiter-Glo ATP luminescence | inhibition, % at 5.6 µM | actives 1.1% (n = 220,000) | AID 1486;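 active = inhibition above a per-campaign cutoff, the mean inhibition of all tested compounds plus 3 SD, cut at about 27% in these data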;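 also: 0% = DMSO wells and 100% = JAK Inhibitor I control wells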
RBBP9 inh: inhibitors of human serine hydrolase RBBP9; O75884; recombinant RBBP9, FP-Rh probe fluorescence polarization; inhibition, % at 7.94 µM; actives 0.2% (n = 220,000); AID 1515;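 active = inhibition above the campaign mean of all tested compounds plus 3 SD, cut at about 14% in these data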;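 also: plate controls were DMSO wells with RBBP9 for no effect and wells lacking RBBP9 protein for full effect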
Target sequence (O75884 whole entry, looked up): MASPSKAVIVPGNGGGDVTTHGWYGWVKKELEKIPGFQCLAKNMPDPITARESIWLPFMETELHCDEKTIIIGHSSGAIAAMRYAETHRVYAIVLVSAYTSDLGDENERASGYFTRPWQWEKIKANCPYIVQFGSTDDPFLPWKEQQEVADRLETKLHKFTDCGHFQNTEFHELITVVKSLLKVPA
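System: RBBP9 protein | Quantity: 2.5 µM RBBP9 dispensing solution, before mixing | Reagent: FP-Rh probe, 375 nM dispensing solution | Timing: Enzyme-compound preincubation 30 min, then probe labeling 45 min, 25 °C | Measured by: Fluorescence polarization | Read-out: % inhibition | Replication: One well per compound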
NCF1 inh: blocks human p47phox regulatory protein of NADPH oxidases. p47phox/p22phox peptide binding, fluorescence polarization, 2 h. inhibition, % at 24.7 µM. actives 0.53% (n = 220,000). AID 1274;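 active = inhibition above about 30%, limit read from the data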;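 also: 0% = p47phox with labelled peptide and 100% = labelled peptide alone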
PGE2 EP2 inh: blocks the human prostaglandin E2 receptor EP2. actives 0.52% (n = 260,000). P43116. inhibition, % at 25 µM. AID 1422. C6 glioma cells expressing human EP2, cAMP TR-FRET; cells stimulated with saturating PGE2;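 active = percent inhibition above 40 after rounding to a whole number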;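 also: rat C6 glioma host cells with rolipram phosphodiesterase inhibitor present; the protocol text gives 20 µM as final concentration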
Ba/F3 V617F tox: lowers viability of Ba/F3 cells expressing EpoR and JAK2V617F; ATP luminescence; inhibition, % at 5.6 µM; actives 1.1% (n = 220,000);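 active = inhibition above the campaign mean plus 3 SD over all tested compounds, cut at about 24% in these data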;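 also: cytokine-independent growth of Ba/F3 cells driven by EpoR plus mutant JAK2; 0% = DMSO-treated cells and 100% = JAK inhibitor I control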
p97 ATPase inh: human p97 ATPase inhibition | recombinant p97 ATPase, Kinase-Glo ATP luminescence, 3 h | AID 1481 | P55072 | inhibition, % at 8 µM | actives 0.42% (n = 220,000); in the data active = inhibition above about 15%;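 also: 0% = DMSO vehicle and 100% = wells lacking enzyme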
Target sequence (P55072 whole entry, looked up): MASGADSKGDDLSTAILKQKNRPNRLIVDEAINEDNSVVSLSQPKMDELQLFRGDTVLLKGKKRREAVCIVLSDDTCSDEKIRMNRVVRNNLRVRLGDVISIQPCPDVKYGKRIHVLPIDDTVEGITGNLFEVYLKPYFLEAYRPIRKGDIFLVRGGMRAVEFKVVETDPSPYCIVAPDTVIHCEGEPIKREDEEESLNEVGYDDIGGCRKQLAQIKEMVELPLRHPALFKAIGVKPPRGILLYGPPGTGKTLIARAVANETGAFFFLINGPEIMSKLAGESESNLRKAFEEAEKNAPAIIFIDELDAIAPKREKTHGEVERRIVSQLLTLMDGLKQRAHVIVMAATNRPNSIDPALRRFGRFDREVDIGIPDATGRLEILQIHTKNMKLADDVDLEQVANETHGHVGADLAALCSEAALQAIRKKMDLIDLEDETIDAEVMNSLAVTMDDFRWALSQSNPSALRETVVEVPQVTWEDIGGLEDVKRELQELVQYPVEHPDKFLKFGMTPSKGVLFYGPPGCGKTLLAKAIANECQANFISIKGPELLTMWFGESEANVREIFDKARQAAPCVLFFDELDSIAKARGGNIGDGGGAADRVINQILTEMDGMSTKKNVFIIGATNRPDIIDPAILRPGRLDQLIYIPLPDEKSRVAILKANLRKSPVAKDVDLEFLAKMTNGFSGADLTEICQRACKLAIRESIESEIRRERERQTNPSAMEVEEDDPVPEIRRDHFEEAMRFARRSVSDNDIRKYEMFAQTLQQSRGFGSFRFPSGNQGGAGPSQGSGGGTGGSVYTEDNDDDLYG
PPC-1+TRAIL kill: kills PPC-1 cancer cells in the presence of TRAIL. PPC-1 cells + TRAIL, ATPLite viability luminescence. cell killing (% activity), % at 4 µM. actives 0.41% (n = 220,000). AID 1443;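 active = cell killing above 50% in the first pass at 4 µM, then a duplicate retest at 5 µM averaging 50% or more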;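 also: plate controls were cells with TRAIL plus DMSO for no effect and medium-only wells lacking cells for full effect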
Furin inh: blocks human furin protease activity. actives 0.061% (n = 220,000). P09958. purified furin, fluorogenic substrate cleavage. inhibition, % at 30 µM. AID 463115; in the data active = inhibition above about 25%; also: inactives centre near -15
The depositor's hits bear a star; [ ] = dose if it differs, or a comment. Only part of the results is shown (hit frequency here may not be typical).

Results for COC(=O)c1c(NC(=O)c2ccc(Br)s2)sc2c1CCC2 ?
TbHK1 inh: 2; BaF3 tox: 4; RBBP9 inh: -4; NCF1 inh: -42; PGE2 EP2 inh: 9; Ba/F3 V617F tox: -1; p97 ATPase inh: -1; PPC-1+TRAIL kill: 17; Furin inh: -20[20 µM]

What do the screens show for `Cc1sc(-n2c(C)cc(/C=N/n3cnnc3)c2C)c(C#N)c1C`?
TbHK1 inh: -14; BaF3 tox: 5; RBBP9 inh: -6; NCF1 inh: -14; PGE2 EP2 inh: 5; Ba/F3 V617F tox: -2; p97 ATPase inh: -1; PPC-1+TRAIL kill: 6; Furin inh: -15

How did COc1cc(/C=N/NC(=O)c2cccnc2)ccc1OC(=O)c1ccco1 do in these assays?
TbHK1 inh: -18; BaF3 tox: -2; RBBP9 inh: -6; NCF1 inh: -3; PGE2 EP2 inh: 15; Ba/F3 V617F tox: -2; p97 ATPase inh: 1; PPC-1+TRAIL kill: 2; Furin inh: -9[20 µM]

What do the screens show for `Cc1ccc(NCCC(=O)c2cccc([N+](=O)[O-])c2)c(C)c1`?
TbHK1 inh: -3; BaF3 tox: 1; RBBP9 inh: 0; NCF1 inh: -1; PGE2 EP2 inh: 2; Ba/F3 V617F tox: 1; p97 ATPase inh: 3; PPC-1+TRAIL kill: 14; Furin inh: -22[20 µM]

What do the screens show for `O=C(Nn1c(C2CC2)nc2ccccc2c1=O)c1ccco1`?
TbHK1 inh: -2; BaF3 tox: 11; RBBP9 inh: -6; NCF1 inh: -11; PGE2 EP2 inh: -2; Ba/F3 V617F tox: 3; p97 ATPase inh: 4; PPC-1+TRAIL kill: 12; Furin inh: -12

How did COc1ccc(Cn2c(O)c(/C=N/NC(=O)c3cccnc3)c3ccccc3c2=O)cc1 do in these assays?
TbHK1 inh: -1; BaF3 tox: 0; RBBP9 inh: 4; NCF1 inh: -31; PGE2 EP2 inh: 2; Ba/F3 V617F tox: -3; p97 ATPase inh: 8; PPC-1+TRAIL kill: 19; Furin inh: -28

How did CC1CCCC(C)N1C(=O)COc1ccc(C(=O)N/N=C/c2ccc(C(=O)O)cc2)cc1 (stereo not given) do in these assays?
TbHK1 inh: -11; BaF3 tox: 5; RBBP9 inh: -6; NCF1 inh: -5; PGE2 EP2 inh: 4; Ba/F3 V617F tox: 1; p97 ATPase inh: 0; PPC-1+TRAIL kill: -25; Furin inh: -30

How did CONc1nc2nonc2nc1NOC do in these assays?
TbHK1 inh: -10; BaF3 tox: 6; RBBP9 inh: -5; NCF1 inh: -5; PGE2 EP2 inh: 7; Ba/F3 V617F tox: -1; p97 ATPase inh: 6; PPC-1+TRAIL kill: 0; Furin inh: -31

Results for N#CC1=C2N=C(N)c3ccccc3N2C2=C(C(=O)CCC2)C1c1ccccc1F (stereo not given) ?
TbHK1 inh: -26; BaF3 tox: -3; RBBP9 inh: -9; NCF1 inh: -4; PGE2 EP2 inh: 7; Ba/F3 V617F tox: -3; p97 ATPase inh: 7; PPC-1+TRAIL kill: 8; Furin inh: -10

Results for O=C(/C(Cl)=C/Nc1ccc(Br)cn1)C(F)(F)F ?
TbHK1 inh: -43; BaF3 tox: 1; RBBP9 inh: -8; NCF1 inh: -5; PGE2 EP2 inh: 8; Ba/F3 V617F tox: -3; p97 ATPase inh: 3; PPC-1+TRAIL kill: 26; Furin inh: -13

How did COc1ccccc1/C=C1\SC(=O)N(CCC(=O)NNC(=O)c2ccccc2Cl)C1=O do in these assays?
TbHK1 inh: -5; BaF3 tox: -1; RBBP9 inh: -2; NCF1 inh: -7; PGE2 EP2 inh: 12; Ba/F3 V617F tox: -1; p97 ATPase inh: 2; PPC-1+TRAIL kill: 23; Furin inh: -12[20 µM]

How did NC(=O)Cn1c(S(=O)(=O)Cc2ccccc2)nc2ccccc21 do in these assays?
TbHK1 inh: 5; BaF3 tox: 3; RBBP9 inh: 0; PGE2 EP2 inh: 16; Ba/F3 V617F tox: 2; p97 ATPase inh: 6; Furin inh: -16[20 µM]

How did CCOC(=O)C1CCCN(C(=O)Cc2c(F)cccc2Cl)C1 (stereo not given) do in these assays?
TbHK1 inh: -1; BaF3 tox: 6; RBBP9 inh: -8; NCF1 inh: 5; PGE2 EP2 inh: 5; Ba/F3 V617F tox: 0; p97 ATPase inh: -6; PPC-1+TRAIL kill: 18; Furin inh: -9[20 µM]

How did CCOCCCn1cnc2c([nH]c3cc(OC)ccc32)c1=O do in these assays?
TbHK1 inh: -1; BaF3 tox: 4; RBBP9 inh: -2; NCF1 inh: 2; PGE2 EP2 inh: 9; Ba/F3 V617F tox: 3; p97 ATPase inh: -6; PPC-1+TRAIL kill: 24; Furin inh: -13

How did O=C(Nc1ccccc1[N+](=O)[O-])C1C(c2ccccc2)=C1c1ccccc1 do in these assays?
TbHK1 inh: -1; BaF3 tox: 8; RBBP9 inh: 9; NCF1 inh: -8; PGE2 EP2 inh: 9; Ba/F3 V617F tox: -2; p97 ATPase inh: 3; PPC-1+TRAIL kill: -3; Furin inh: -21

What do the screens show for `COc1ccc(CNC(=O)CCN2C(=S)NC(C)(C)CC2C)cc1` (stereo not given)?
TbHK1 inh: -5; BaF3 tox: 1; RBBP9 inh: 5; NCF1 inh: 3; PGE2 EP2 inh: 13; Ba/F3 V617F tox: 1; p97 ATPase inh: 2; PPC-1+TRAIL kill: -6; Furin inh: -21

What do the screens show for `ONC(=Nc1ccc(Cl)cc1)c1ccccc1Cl`?
TbHK1 inh: 1; BaF3 tox: 4; RBBP9 inh: -4; NCF1 inh: -6; PGE2 EP2 inh: 6; Ba/F3 V617F tox: 1; p97 ATPase inh: 0; PPC-1+TRAIL kill: 33; Furin inh: -10[20 µM]

Results for O=C(c1ccccc1)N1CCC(c2nc3c(nnn3Cc3ccccc3Cl)c(=O)[nH]2)CC1 ?
TbHK1 inh: 25; BaF3 tox: 4; RBBP9 inh: -12; NCF1 inh: -10; PGE2 EP2 inh: 16; Ba/F3 V617F tox: -1; p97 ATPase inh: -6; PPC-1+TRAIL kill: 15; Furin inh: -12[20 µM]

How did Cc1ccc(OCCOc2cccc3ccc(C)nc23)c([N+](=O)[O-])c1 do in these assays?
TbHK1 inh: -8; BaF3 tox: 3; RBBP9 inh: 5; NCF1 inh: -2; PGE2 EP2 inh: 8; Ba/F3 V617F tox: 0; p97 ATPase inh: 1; PPC-1+TRAIL kill: 2; Furin inh: -25

What do the screens show for `CCOC(=O)C(=O)Nc1ccccc1C(=O)NCc1ccccc1`?
TbHK1 inh: 3; BaF3 tox: 7; RBBP9 inh: -4; NCF1 inh: 9; PGE2 EP2 inh: 8; Ba/F3 V617F tox: -2; p97 ATPase inh: 2; PPC-1+TRAIL kill: 30; Furin inh: -21

Reprinted from the listing for reference:
Results for COC(=O)c1c(NC(=O)c2ccc(Br)s2)sc2c1CCC2 ?
TbHK1 inh: 2; BaF3 tox: 4; RBBP9 inh: -4; NCF1 inh: -42; PGE2 EP2 inh: 9; Ba/F3 V617F tox: -1; p97 ATPase inh: -1; PPC-1+TRAIL kill: 17; Furin inh: -20[20 µM]

What do the screens show for `Cc1sc(-n2c(C)cc(/C=N/n3cnnc3)c2C)c(C#N)c1C`?
TbHK1 inh: -14; BaF3 tox: 5; RBBP9 inh: -6; NCF1 inh: -14; PGE2 EP2 inh: 5; Ba/F3 V617F tox: -2; p97 ATPase inh: -1; PPC-1+TRAIL kill: 6; Furin inh: -15

How did COc1cc(/C=N/NC(=O)c2cccnc2)ccc1OC(=O)c1ccco1 do in these assays?
TbHK1 inh: -18; BaF3 tox: -2; RBBP9 inh: -6; NCF1 inh: -3; PGE2 EP2 inh: 15; Ba/F3 V617F tox: -2; p97 ATPase inh: 1; PPC-1+TRAIL kill: 2; Furin inh: -9[20 µM]

What do the screens show for `Cc1ccc(NCCC(=O)c2cccc([N+](=O)[O-])c2)c(C)c1`?
TbHK1 inh: -3; BaF3 tox: 1; RBBP9 inh: 0; NCF1 inh: -1; PGE2 EP2 inh: 2; Ba/F3 V617F tox: 1; p97 ATPase inh: 3; PPC-1+TRAIL kill: 14; Furin inh: -22[20 µM]

More structures
Results for C1CCc2nc3c(nc2C1)CCCC3 ?
TbHK1 inh: -8; BaF3 tox: 2; RBBP9 inh: 1; NCF1 inh: -9; PGE2 EP2 inh: 11; Ba/F3 V617F tox: -3; p97 ATPase inh: 5; PPC-1+TRAIL kill: 11; Furin inh: -29

What do the screens show for `O=C(OCc1cc2ccccc2[nH]c1=O)c1ccncc1`?
TbHK1 inh: -10; BaF3 tox: 6; RBBP9 inh: -2; NCF1 inh: -11; PGE2 EP2 inh: 15; Ba/F3 V617F tox: 0; p97 ATPase inh: 1; PPC-1+TRAIL kill: 9; Furin inh: -16[20 µM]

How did COc1cccc(C(=O)NCCSc2ccc(Br)cc2)c1 do in these assays?
TbHK1 inh: -1; BaF3 tox: -1; RBBP9 inh: -2; NCF1 inh: -10; PGE2 EP2 inh: 4; Ba/F3 V617F tox: -4; p97 ATPase inh: 0; PPC-1+TRAIL kill: 6; Furin inh: -22

How did CCc1nnc(NC(=O)/C=C/c2ccco2)s1 do in these assays?
TbHK1 inh: -62; BaF3 tox: 2; RBBP9 inh: -6; NCF1 inh: -5; PGE2 EP2 inh: 5; Ba/F3 V617F tox: 1; p97 ATPase inh: -2; PPC-1+TRAIL kill: 6; Furin inh: 5

How did CCOc1ccc2[nH]c(=O)c(CN(Cc3ccco3)C(=O)c3cccc(F)c3)cc2c1 do in these assays?
TbHK1 inh: -3; BaF3 tox: 2; RBBP9 inh: -3; NCF1 inh: -4; PGE2 EP2 inh: 16; Ba/F3 V617F tox: -1; p97 ATPase inh: 0; PPC-1+TRAIL kill: 19; Furin inh: -28

What do the screens show for `Cc1cc(N(C)C)c(C#N)c(=O)[nH]1`?
TbHK1 inh: 6; BaF3 tox: 0; RBBP9 inh: -5; NCF1 inh: 0; PGE2 EP2 inh: 13; Ba/F3 V617F tox: -1; p97 ATPase inh: 3; PPC-1+TRAIL kill: 11; Furin inh: -23

How did CCCC(=O)Oc1ccc(N(C(=O)CCC)S(=O)(=O)c2cccs2)cc1 do in these assays?
TbHK1 inh: 4; BaF3 tox: 4; RBBP9 inh: -2; NCF1 inh: -2; PGE2 EP2 inh: 5; Ba/F3 V617F tox: -4; p97 ATPase inh: 2; PPC-1+TRAIL kill: 12; Furin inh: -23

Results for COC(=O)c1ccc(C2C(Oc3ccccc3)C(=O)N2CCc2ccc(F)cc2)cc1 (stereo not given) ?
TbHK1 inh: -2; BaF3 tox: 1; RBBP9 inh: -4; NCF1 inh: 5; PGE2 EP2 inh: 7; Ba/F3 V617F tox: 1; p97 ATPase inh: -3; PPC-1+TRAIL kill: -8; Furin inh: -20[20 µM]

How did COc1ccc(-c2[nH]ncc2CNCc2cc(C)n(C)n2)c(F)c1 do in these assays?
TbHK1 inh: 1; BaF3 tox: 1; RBBP9 inh: 4; NCF1 inh: -6; PGE2 EP2 inh: 9; Ba/F3 V617F tox: -4; p97 ATPase inh: 2; PPC-1+TRAIL kill: -10; Furin inh: -16

Results for OC1CCNC(=S)N1c1ccccc1 (stereo not given) ?
TbHK1 inh: -2; BaF3 tox: 5; RBBP9 inh: -8; NCF1 inh: -7; PGE2 EP2 inh: 2; Ba/F3 V617F tox: 0; p97 ATPase inh: 1; PPC-1+TRAIL kill: 10; Furin inh: -25
